Screens as filed in PubChem.
STEP block: inhibitors of human striatal-enriched phosphatase STEP | inhibition, % at 20 µM | AID 588621 | recombinant STEP, OMFP fluorogenic substrate, fluorescence | 360,000 compounds, 0.25% hits;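 active = inhibition at 20 µM, scaled per plate between control wells, above about 37%, limit read from the data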;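 note: 0% = DMSO with enzyme and substrate and 100% = substrate only without enzyme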
Target sequence (P54829 whole entry, looked up): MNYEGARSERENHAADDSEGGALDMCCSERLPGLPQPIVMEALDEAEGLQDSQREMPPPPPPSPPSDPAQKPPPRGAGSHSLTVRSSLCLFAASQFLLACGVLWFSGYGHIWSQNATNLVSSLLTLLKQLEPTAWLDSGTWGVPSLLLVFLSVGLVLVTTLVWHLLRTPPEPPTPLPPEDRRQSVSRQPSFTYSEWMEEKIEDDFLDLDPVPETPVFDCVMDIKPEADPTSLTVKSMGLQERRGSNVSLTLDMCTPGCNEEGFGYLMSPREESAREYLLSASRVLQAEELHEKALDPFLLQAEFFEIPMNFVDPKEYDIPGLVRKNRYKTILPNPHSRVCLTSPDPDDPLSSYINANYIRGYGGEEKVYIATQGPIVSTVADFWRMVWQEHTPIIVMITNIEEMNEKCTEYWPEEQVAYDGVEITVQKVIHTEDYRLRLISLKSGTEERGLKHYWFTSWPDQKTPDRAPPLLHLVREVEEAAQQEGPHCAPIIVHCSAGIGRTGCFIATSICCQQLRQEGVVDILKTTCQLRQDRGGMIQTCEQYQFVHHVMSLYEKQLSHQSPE
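material = STEP tyrosine phosphatase | reagent = fluorogenic phosphatase substrate OMFP at 25 µM final | doses = single compound dose of 20 µM, 1% DMSO final | schedule = 20 min reaction, room temperature, in the dark | measured by = fluorescence, 480/540 nm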
DNMT1 inh: blocks human DNA methyltransferase DNMT1; P26358; DNMT1 molecular beacon, Hinp1I cleavage, fluorescence; inhibition (reported as % activation of signal), % at 10 µM; 360,000 compounds, 0.83% hits; AID 588458; in the data active = inhibition above about 50%
CSN inh: inhibitors of human CSN-mediated cullin deneddylation; inhibition, % at 12.5 µM; 360,000 compounds, 0.38% hits; Purified CSN, SCF-Nedd8-OG deneddylation, fluorescence polarization; Q92905;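 active = pattern-corrected inhibition above about 35%, with an unprinted fluorescence ratio check between 0.5 and 1.5, limit read from the data, passing the limit was not always enough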;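 note: 0% = enzyme with substrate and 100% = substrate without enzyme; some results filed as inactive read as strong as hits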
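Assay system: purified human Csn5 enzyme expressed in HEK293T cells; Input: 0.24 nM Csn5 enzyme, final concentration; Reagent: 10 nM SCFSkp2-Nedd8OG; Compound dosing: 12.5 µM single point; Times: reaction 90 min, room temperature; Technique: fluorescence polarization readout.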
MLLE-PAM2 inh: blocks PAM2 peptide binding to the PABP1 MLLE domain; inhibition, % at 20 µM; 360,000 compounds, 0.36% hits; P11940; GST-MLLE / FITC-PAM2 fluorescence polarization; in the data active = inhibition above about 35%, passing the limit was not always enough;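 note: plate controls were DMSO wells with GST-MLLE for no effect and wells lacking GST-MLLE protein for full effect; some results filed as inactive read as strong as hits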
Rpn11 inh: Rpn11 (human) deubiquitinase inhibition; human 26S proteasome, Ub4-pepOG fluorescence polarization; 20S core pre-blocked with epoxomicin; 360,000 compounds, 0.59% hits; calls only at 20 µM;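 active = inhibition at 20 µM, scaled to each plate's controls, above about 33%, limit read from the data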
Target sequence (O00487 whole entry, looked up): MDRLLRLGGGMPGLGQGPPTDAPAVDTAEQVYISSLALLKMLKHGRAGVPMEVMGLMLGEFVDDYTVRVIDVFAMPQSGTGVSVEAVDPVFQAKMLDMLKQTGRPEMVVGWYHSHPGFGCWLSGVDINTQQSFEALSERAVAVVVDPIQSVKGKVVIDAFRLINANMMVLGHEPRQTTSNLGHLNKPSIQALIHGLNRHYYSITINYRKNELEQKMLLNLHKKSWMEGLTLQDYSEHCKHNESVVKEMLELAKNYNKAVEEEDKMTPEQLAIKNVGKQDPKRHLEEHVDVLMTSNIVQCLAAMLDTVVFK
NadD inh: NadD (S. aureus) enzyme inhibition | purified NadD enzyme, colorimetric absorbance read-out | inhibition, % at 20 µM | 360,000 compounds, 0.78% hits; in the data active = inhibition above about 26%; note: some compounds past the cut are filed as inactive
Scp1 inh: blocks human Scp-1 phosphatase activity | inhibition, % at 20 µM | Recombinant Scp1, phosphopeptide, malachite green phosphate absorbance | 340,000 compounds, 0.88% hits;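 active = inhibition above about 50% at 20 µM, limit read from the data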;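 note: plate controls were DMSO wells with enzyme for no effect and wells lacking enzyme for full effect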
Target sequence (Q9GZU7 76-261 limits assumed): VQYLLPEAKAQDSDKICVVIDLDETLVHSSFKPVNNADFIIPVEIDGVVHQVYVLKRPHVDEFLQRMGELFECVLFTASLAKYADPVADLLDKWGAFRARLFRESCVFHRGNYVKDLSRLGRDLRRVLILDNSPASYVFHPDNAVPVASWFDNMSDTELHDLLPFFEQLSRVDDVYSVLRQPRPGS
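Test system: SCP-1 phosphatase catalytic domain, residues 76-261 | Compound dosing: One concentration, 20 µM, with 1.0% DMSO | Schedule: 45 min room-temperature reaction, 5 min colour, 30 min stabiliser | Detection: Absorbance at 630 nm | Read-out basis: % inhibition of SCP-1 phosphate liberation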
Tb MetRS inh: Trypanosoma brucei MetRS inhibition; purified T. brucei MetRS, ATP depletion, Kinase-Glo luminescence; AID 624268; 360,000 compounds, 0.4% hits; inhibition, % at 11.9 µM;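 active = inhibition above a per-plate cutoff of the control wells' mean inhibition plus 3 SD, cut at about 5.5% in these data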;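 note: 0% = DMSO wells median and 100% = median of wells with control inhibitor compound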
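Test system – parasite MetRS enzyme · Reagent – substrates ATP, L-methionine and bulk Escherichia coli tRNA · Doses – 11.9 µM compound single dose, 0.9% DMSO · Times – 15 min enzyme-compound preincubation, 2 h reaction, 10 min detection, 25 °C · Signal – Kinase-Glo luminescence, ATP depletion format · Controls – DMSO-only wells as low control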
LMPTP block: blocks human LMPTP phosphatase. recombinant LMPTP-A, OMFP fluorogenic substrate, fluorescence intensity. inhibition, % at 20 µM. 360,000 compounds, 0.22% hits;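 active = compounds that cut the enzyme signal by at least half of the control window in the single-dose screen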;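 note: plate controls were DMSO wells with enzyme plus substrate for no effect and substrate without enzyme for full effect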
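test system = LMPTP-A | amount = 0.625 nM LMPTP-A final | reagent = fluorogenic phosphatase substrate OMFP at 400 µM final | incubation = 50 min at room temperature | benchmarks = no-enzyme low control, uninhibited high control | medium = Bis-Tris pH 6.0, DTT, detergent | signal = fluorescence intensity of OMFP turnover product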
SUMO1-SIM PPI: modulators of human SUMO1-mediated protein-protein interactions | SUMO1 binding to a labelled peptide, TR-FRET, 1 h | inhibition, % at 20 µM | 360,000 compounds, 0.33% hits | AID 602429; in the data active = inhibition above about 37%
An asterisk follows results filed as active; i = inactive; x = not tested or not shown; + = active, no number.

SMILES	STEP block	DNMT1 inh	CSN inh	MLLE-PAM2 inh	Rpn11 inh	NadD inh	Scp1 inh	Tb MetRS inh	LMPTP block	SUMO1-SIM PPI
CCn1c(=O)cc(OCC(=O)NCc2ccc(C)o2)c2ccccc21	2	-8	-7	-9	i	7	-6	-0.6	1.7	3
CCCCCC(=O)N1CC2(CC(c3cccc(NC(=O)[C@@H]4CCC(=O)N4)c3)=NO2)C[C@@H]1C(N)=O (some centres undefined)	-2	6	-2	0	i	4	0	-0.3	-0.6	0
O=C(Nc1cccc(-c2cn3ccccc3n2)c1)C1CC1	7	-2	-3	-9	i	4	-9	-0.8	3.2	2
Cc1cc(Cl)ccc1C(O)c1ncc(-c2ccc(F)cc2)[nH]1 (centres undefined)	-1	-3	2	-3	i	-2	x	0.1	-0.6	6
O=C(NCCCn1ccnc1)c1ccc(Br)o1	0	3	-6	-8	i	-1	3	-1.1	-1.9	3
Cc1ccc(NC(=O)CN(C)C(=O)c2nn(C)c(=O)c3ccccc23)cc1	2	1	3	-2	i	0	-7	1.3	-1.5	-1
Clc1ccc(OCCOCCNCc2ccccc2)cc1Cl	1	-4	-6	-2	i	-7	-2	0.5	-1.9	1
CCOC(=O)CS(=O)(=O)c1ccccc1	-1	0	1	1	i	-3	-7	-0.9	-0.5	1
COc1ccc(OCc2cc(C(=O)NC(C)Cc3ccccn3)no2)c(Cl)c1 (centres undefined)	-1	-1	-5	3	i	-2	4	1.7	-0.1	-3
CC(C)CN(CC(C)C)C(=O)C12CCC(C)(C(=O)O1)C2(C)C (centres undefined)	-1	3	-5	5	i	-4	-3	-0.2	-0.9	2
Cn1nnnc1SCC(=O)N1N=C(c2cccs2)CC1c1cccs1 (centres undefined)	2	0	-6	3	i	-7	-7	-0.2	0.0	-17
CCc1nc2c(OCc3c(C)noc3C)cccn2c1N(C=O)Cc1ccccc1	-4	-1	1	-6	i	3	x	-0.4	0.0	-2
O=C(CN1C(=O)NC2(CCc3ccccc32)C1=O)NCC(=O)Nc1ccc(F)cc1 (centres undefined)	-3	1	0	-20	i	5	-4	0.1	-1.2	4
CS(=O)(=O)c1ccccc1C(=O)N(CCc1ccccc1)Cc1ccccc1	-1	1	-2	-21	i	-13	-11	0.2	0.6	-8
c1cncc(-c2noc(CC3CCCCC3)n2)c1	1	1	2	7	i	3	1	-0.8	-2.0	1
COc1cccc(N2C(=O)CC(N3CCc4ccccc4C3)C2=O)c1 (centres undefined)	-2	-2	0	6	i	-3	-11	-0.6	-0.3	2
Cc1cc(NC(=O)Cc2ccsc2)ccc1Br	-2	0	4	1	i	-5	-7	-1.1	-0.2	6
CC(C)NC(=O)Nc1n[nH]c(Nc2ccc(Cl)cc2)n1	0	2	-3	-2	i	3	-7	-0.4	-0.5	2
O=C(Nc1cccc(S(=O)(=O)N2CCCCC2)c1)c1cc(=O)[nH]c2ccccc12	0	-10	4	-9	i	5	-10	0.2	-0.9	-1
Cc1ccc(C)c(OCc2cc(C(=O)NC(c3ccccn3)C(F)(F)F)no2)c1 (centres undefined)	1	-3	2	4	i	-2	1	-0.3	4.3	-1

Random excerpt: three entries already listed
SMILES	STEP block	DNMT1 inh	CSN inh	MLLE-PAM2 inh	Rpn11 inh	NadD inh	Scp1 inh	Tb MetRS inh	LMPTP block	SUMO1-SIM PPI
CCCCCC(=O)N1CC2(CC(c3cccc(NC(=O)[C@@H]4CCC(=O)N4)c3)=NO2)C[C@@H]1C(N)=O (some centres undefined)	-2	6	-2	0	i	4	0	-0.3	-0.6	0
Cc1cc(NC(=O)Cc2ccsc2)ccc1Br	-2	0	4	1	i	-5	-7	-1.1	-0.2	6
CCn1c(=O)cc(OCC(=O)NCc2ccc(C)o2)c2ccccc21	2	-8	-7	-9	i	7	-6	-0.6	1.7	3

(cont.)
SMILES	STEP block	DNMT1 inh	CSN inh	MLLE-PAM2 inh	Rpn11 inh	NadD inh	Scp1 inh	Tb MetRS inh	LMPTP block	SUMO1-SIM PPI
Cc1ccc(C(=O)Nc2nc(-c3ccccn3)cs2)s1	3	-3	1	14	i	1	-10	-0.1	1.7	2
CCOCC(=O)Nc1cc(S(=O)(=O)N2CCOCC2)ccc1N1CCCCC1	10	-3	9	12	i	2	-4	-0.9	4.2	-4
COc1ccc(OS(=O)(=O)c2ccc(N3C(=O)CCC3=O)cc2)cc1	0	2	-2	4	i	3	-7	-0.1	0.1	2
CCCCc1nnc(NC(=O)c2ccccc2OCc2c(C)noc2C)s1	-3	0	-3	4	i	3	-4	0.0	1.0	1
O=[N+]([O-])c1ccc(N2CCCCC2)cc1NCCOc1ccccc1	4	-1	-1	-15	i	-6	-5	-0.4	3.6	-7
COc1ccc(NC(=O)CCCCC#Cc2ccccc2)cc1	2	2	2	9	i	-6	-6	-0.1	1.0	3
CC(C)=CCC[C@](C)(O[C@@H]1O[C@H](CO[C@@H]2OC[C@@H](O)[C@H](O)[C@H]2O)[C@@H](O)[C@H](O)[C@H]1O)C1CC[C@]2(C)C1[C@H](O)CC1[C@@]3(C)CC[C@H](O[C@@H]4O[C@H](CO)[C@@H](O)[C@H](O)[C@H]4O)C(C)(C)C3CC[C@]12C (some centres undefined)	-2	-11	0	7	i	-10	-14	-0.3	-0.4	10
Cc1ccc(C(=O)OCC(=O)NCc2ccccc2)s1	0	2	-3	-4	i	-3	x	-0.2	0.4	2
C1CCN=C(Nc2nn[nH]n2)CC1	-4	3	6	-3	i	-3	10	-0.5	-1.6	1
COc1ccc(-c2ccc(CCC(=O)O)n2CC(=O)Nc2ccccc2C)cc1	-1	-2	9	-17	i	-1	-9	-0.8	0.0	-2
Cc1ccc(Cn2cc(S(=O)(=O)c3ccc(Cl)cc3)c(=O)c3cc(F)ccc32)cc1	-2	4	-6	9	i	12	-9	-0.3	-2.9	-4
COc1ccc([C@@H]2CC=C(C(=O)O)[C@H](c3ccc(F)cc3)N2S(=O)(=O)c2ccc(Cl)cc2)cc1	1	0	-3	8	i	9	-8	0.0	0.6	3
Cc1ccc(OC(C)C(=O)Nc2cc(C)on2)cc1 (centres undefined)	-2	3	-1	2	i	-3	-5	-0.4	-0.9	1
COc1ccccc1OCCn1cc(/C=N/NC(=O)c2ccncc2)c2ccccc21	3	-1	9	-2	i	1	-21	0.2	2.2	-10
Cn1c(=O)c2[nH]c(CCNC(=O)c3ccccc3)nc2n(C)c1=O	0	3	-1	24	i	-3	-12	0.1	-1.2	-9
CC1CC2OC(=O)C3(C)CCCC(C)(C23)C1(O)CCc1ccoc1 (centres undefined)	0	0	1	6	i	-5	-6	0.0	0.1	3
CCCCc1nnc(NC(=O)CCS(=O)(=O)c2ccc(Cl)cc2)s1	2	2	2	12	i	-7	1	-0.6	-1.0	7
O=C(COc1ccccc1)NCC(=O)N/N=C/c1ccc(O)cc1O	2	0	-4	-6	i	-2	-10	0.9	-1.3	-6
COc1ccccc1NC(=O)CN1CCN(CC(=O)Nc2ccc(Cl)c(C(F)(F)F)c2)CC1	1	-10	6	15	i	-11	-1	-1.2	0.8	-6
COc1ccccc1/C=N/Nc1cc(C)nc(N2CCOCC2)n1	-3	-4	-2	-9	i	-1	-30	0.8	-1.1	2
Cc1ccc(-n2c(SCC(=O)N/N=C/C=C/c3ccccc3[N+](=O)[O-])nc3ccccc3c2=O)cc1	4	-6	0	-1	i	35*	-9	0.5	1.2	-5
COc1ccc(OC)c(-c2nc3cc4ccccc4cc3nc2-c2ccccc2)c1	-2	-8	5	-7	i	3	-9	-0.3	2.8	-6
O=C(OCn1nnc2ccccc2c1=O)c1cc(-c2ccccc2)nc2ccccc12	2	2	-3	3	i	5	4	0.0	2.4	1
CCN(CCNC(=O)Nc1ccc(Cl)cc1)c1ccccc1	-2	-8	0	-12	i	-4	2	4.6	1.9	-2
CCc1cccc(NC(=O)CSC2=NS(=O)(=O)c3ccccc32)c1	4	4	0	35	i	-1	2	-0.2	-0.3	-3
O=C(Cn1cnc2ccccc2c1=O)Nc1ccc(-c2nnc3n2CCCCC3)cc1	-1	1	-6	-12	i	-4	12	-0.8	-1.3	2
CCOc1ccc(S(=O)(=O)N(C)c2ccc(OCC(=O)Nc3ccc4[nH]c(=O)[nH]c4c3)cc2)cc1	1	-4	-7	-7	i	-1	-2	-0.3	1.1	5
CC(NC(=O)COC(=O)Cn1cnc2ccccc2c1=O)C1CC2CCC1C2 (centres undefined)	-1	-3	-1	0	i	7	-3	0.0	-1.0	-1
Cn1nc(C(=O)N2CCN(C(c3ccccc3)c3ccccc3)CC2)c2ccccc2c1=O	-1	2	4	-25	i	4	11	-0.4	2.2	3
Cc1ccc(Cc2c(-c3cccc(Br)c3)nc3ccc(Cl)cn23)cc1	1	39	6	-18	+	13	x	0.3	2.9	1
COc1ccc2c(c1)N1CCN=C1N2C	2	2	-3	-6	i	0	-5	-1.4	-1.0	-3
Cc1cc(NC(=O)CO/N=C/c2ccc3c(c2)OCO3)ccc1Br	1	6	-3	-6	i	-3	-3	-0.9	2.1	3
CCCC(c1nnnn1Cc1ccc(F)cc1)N1CCN(C)CC1 (centres undefined)	-3	-1	4	-5	i	1	-5	-0.1	-1.9	0
C=CCOC(=O)/C(=C\c1cccc2ccccc12)NC(=O)c1ccccc1	-1	-1	-3	10	i	-9	-18	-0.4	1.7	-11
Cc1nn2c(-c3ccncc3)nnc2c2ccccc12	-3	3	2	7	i	-2	-13	-0.8	-2.8	4
CCc1nnc(SCc2cccc(F)c2)nc1CC	1	-2	-2	4	i	-8	-10	-0.3	1.0	5
CCN1C(=O)[C@@H]2[C@@H](c3ccc(-c4cc(C(C)=O)cs4)cc3)N3CCC[C@@]3(C(=O)OC)[C@@H]2C1=O	0	5	-2	6	i	-2	0	0.1	0.4	-31
Cc1ccc(C(=O)Oc2cc(N)n(S(=O)(=O)c3ccc(F)cc3)n2)cc1	3	5	1	-4	i	-1	-18	0.3	1.7	-4
O=C(O)CCCNC(=O)OCc1ccccc1	0	3	0	8	i	-4	0	-1.2	-1.4	-2
COc1ccc(CC(NC(C)=O)C(=O)NC2CCN(S(=O)(=O)c3ccc(NC(C)=O)cc3)CC2)c(OC)c1 (centres undefined)	2	2	0	7	i	-4	-6	-0.2	-0.6	-1

Looked up above.
O=C(Cn1cnc2ccccc2c1=O)Nc1ccc(-c2nnc3n2CCCCC3)cc1 in LMPTP block is listed with -1.3
CCN1C(=O)[C@@H]2[C@@H](c3ccc(-c4cc(C(C)=O)cs4)cc3)N3CCC[C@@]3(C(=O)OC)[C@@H]2C1=O in MLLE-PAM2 inh is listed with 6
